Compound activity from PubChem BioAssay.
USP1 inh: Inhibitors of USP1/UAF1: Primary Screen | AID 743255, 2014 | 390,000 tested, 0.23% active | Ubiquitin carboxyl-terminal hydrolase 1 (Homo sapiens), O94782 | recombinant USP1/UAF1, Ub-Rhodamine cleavage fluorescence | Potency, µM (doses to about 57.1 µM), for inactives: at the top dose activity change, negative = inhibition, usual class: inhibitors; further: potency means the concentration at half of the fitted maximal effect; on the % scale 0 is the no-effect control and ±100 the full control effect; nearly all actives have a fitted effect of over 60% in size; inactives centre near -12
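In this screen, compounds sit with the deubiquitinase complex (1nM) for 15 min at room temperature before Ub-Rho is added at 150nM final. Fluorescence rise is then followed for 6 reads every 60 seconds.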
LDHA block: qHTS assay for inhibitors of human lactate dehydrogenase | L-lactate dehydrogenase A chain (Homo sapiens), P00338 | purified LDHA, NADH/diaphorase-resazurin fluorescence; hits give low values | activity change, % (values are at about 110 or 230 µM) | 480,000 tested, 0.15% active | AID 1347041, 2019; in the data active means activity change below about -30%; inconclusive means mostly about -25% to -30%;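 further: plate controls were DMSO wells for no effect and wells without enzyme for full effect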
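Human LDH5 at 2 nM final in Tris HCl pH 7.4 with 0.06 mM NADH and 0.2 mM pyruvate, reacted 5 minutes at room temperature. Remaining NADH coupled via diaphorase/resazurin; resorufin fluorescence read at 0 and 20 minutes, normalized to enzyme-free and DMSO wells.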
Vif-A3F inh: qHTS for Inhibitors of Vif-A3F Interactions: qHTS; HeLa A3F-eYFP + Vif (tagged APOBEC3F with the HIV-1 protein that degrades it), YFP fluorescence increase; Potency, µM (highest dose often 46.1 µM), without a hit: at the highest dose activity, negative = active; 390,000 tested, 0.2% active; AID 602313, 2012; further: potency means the concentration at half of the fitted maximal effect; % of control where 0% means no effect; nearly all actives have a fitted effect of over 65% in size
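HeLa cells stably expressing Vif plus C-terminally eYFP-tagged A3F were seeded, incubated overnight at 37 deg C, dosed with compound, incubated overnight again at 37 deg C. Yellow fluorescence (Ex 488/Em 500-530) reported blocked Vif-mediated A3F-eYFP degradation.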
TrxR1 substrate: qHTS Assay for Substrates of Mammalian Selenoprotein Thioredoxin Reductase 1 (TrxR1): qHTS; Thioredoxin reductase 1, cytoplasmic (Rattus norvegicus), O89049; Potency, µM (titrated, usually from 114 µM), without a hit: top-dose activity change, negative = substrate turnover; AID 588456, 2011; purified TrxR1 substrate turnover, NADPH consumption readout; 390,000 tested, 0.01% active; further: potency means the concentration at half of the fitted maximal effect; on the % scale 0 is the no-effect control and ±100 the full control effect; nearly all actives have a fitted effect of over 50% in size
Target sequence (O89049 whole entry, looked up): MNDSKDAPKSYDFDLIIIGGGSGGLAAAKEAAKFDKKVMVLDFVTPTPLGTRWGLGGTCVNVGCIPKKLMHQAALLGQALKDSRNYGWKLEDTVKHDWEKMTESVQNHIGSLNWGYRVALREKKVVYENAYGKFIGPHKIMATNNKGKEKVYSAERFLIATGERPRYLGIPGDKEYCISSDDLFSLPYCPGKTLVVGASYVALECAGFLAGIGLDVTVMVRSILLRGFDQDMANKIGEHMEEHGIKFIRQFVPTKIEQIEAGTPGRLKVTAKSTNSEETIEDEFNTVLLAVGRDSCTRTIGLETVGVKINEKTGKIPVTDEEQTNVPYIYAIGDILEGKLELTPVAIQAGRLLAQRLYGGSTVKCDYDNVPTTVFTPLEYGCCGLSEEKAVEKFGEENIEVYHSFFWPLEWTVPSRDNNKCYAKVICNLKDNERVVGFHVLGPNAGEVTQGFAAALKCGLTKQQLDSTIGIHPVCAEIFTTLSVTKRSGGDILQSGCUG
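Rat TrxR1, dispensed at 90 nM, was prereduced with 400 uM NADPH (final) for 5 min at ~22 deg C, then incubated with compound 15 min before 400 uM selenite. A first-read NADPH fluorescence drop versus no-compound background flagged substrates.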
GRP78 ERSR act: qHTS for Inducers of the Endoplasmic Reticulum Stress Response (ERSR) in Human Glioma: qHTS. 420,000 tested, 0.02% active. Potency, µM, for the others: top-dose activation, usual class: activators. U87-MG GRP78 promoter luciferase reporter, 16 h. AID 602332, 2012; further: potency means the concentration at half of the fitted maximal effect; series mostly up to about 76 µM; % of control where 0% means no effect; nearly all actives have a fitted effect of over 35% in size
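Stably transfected U87-MG glioma cells carrying a GRP78-based luciferase sensor; 16 h compound incubation. Luminescence end-point read 10 min after Bright-Glo addition at room temperature.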
mIDH1 inhibitor: qHTS for Inhibitors of mutant isocitrate dehydrogenase 1 (IDH1): qHTS | IDH1-R132H enzyme, NADPH consumption, diaphorase/resazurin fluorescence | Potency, µM (top dose mostly 76.6 µM), for the others: at the highest dose activity change, negative = inhibition, hits mostly inhibitors | 390,000 tested, 0.093% active; further: potency means the concentration at half of the fitted maximal effect; on the % scale 0 is the no-effect control and ±100 the full control effect; nearly all actives have a fitted effect of over 65% in size
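IDH1-R132H (0.5 ug/mL dispensed) in pH 7.5 Tris buffer was preincubated 30 min with compound, then given a substrate mix of 0.016 mM NADPH and 2 mM alpha-KG for 80 min at room temperature; remaining NADPH was read by diaphorase/resazurin fluorescence.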
PI4K2A inh: qHTS for small molecular inhibitors of PI4K2A | Phosphatidylinositol 4-kinase type 2-alpha (Homo sapiens), Q9BTU6 | purified PI4K2A, ADP-Glo luminescence, 1 h; hits give low values | activity change, negative = inhibition, % at 76.9 µM | 420,000 tested, 0.13% active; in the data active means activity change below about -50%; inconclusive means mostly about -30% to -49%;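 further: -100% = wells without enzyme as full effect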
Target sequence (Q9BTU6 whole entry, looked up): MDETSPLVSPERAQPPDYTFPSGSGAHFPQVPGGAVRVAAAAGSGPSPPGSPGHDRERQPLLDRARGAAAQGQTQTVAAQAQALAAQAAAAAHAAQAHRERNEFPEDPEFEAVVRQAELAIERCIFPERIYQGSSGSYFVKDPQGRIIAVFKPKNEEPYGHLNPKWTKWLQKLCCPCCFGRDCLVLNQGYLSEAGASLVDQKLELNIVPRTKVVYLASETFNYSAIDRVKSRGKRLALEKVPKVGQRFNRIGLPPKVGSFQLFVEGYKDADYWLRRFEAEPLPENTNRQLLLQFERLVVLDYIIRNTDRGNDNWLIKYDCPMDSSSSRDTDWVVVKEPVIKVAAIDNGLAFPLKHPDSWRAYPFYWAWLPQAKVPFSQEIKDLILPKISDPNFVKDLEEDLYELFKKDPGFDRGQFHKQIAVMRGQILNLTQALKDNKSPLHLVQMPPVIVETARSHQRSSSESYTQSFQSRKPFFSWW
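PI4K2A activity was measured by ADP-Glo luminescence: enzyme (4 ug/mL stock) and phosphatidylinositol (1.2 mM stock) in Tris pH 7.5/MgCl2/EGTA/Triton X-100 buffer were reacted with ATP (300 microM stock) for one hour at ambient temperature.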
Vif-APOBEC3G blk: qHTS for Inhibitors of Vif-A3G Interactions: qHTS; HeLa A3G-eYFP + Vif (tagged APOBEC3G with the HIV-1 protein that degrades it), YFP fluorescence, overnight; Potency, µM (titrated, usually from 46.1 µM), for the others: at the highest dose activity, negative = active, hits mostly inhibitors; 410,000 tested, 0.076% active; AID 602310, 2012;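 further: potency means the concentration at half of the fitted maximal effect; on the % scale 0 is the no-effect control and ±100 the full control effect; nearly all actives have a fitted effect of over 60% in size; hits raise eYFP signal because A3G escapes Vif-driven loss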
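HeLa cells stably expressing Vif and C-terminally eYFP-tagged A3G, seeded overnight at 37 deg C, then exposed to compound by pintool overnight at 37 deg C. Rise in yellow fluorescence (Ex 488/Em 500-530, Acumen) marks blocked Vif-driven A3G degradation.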
RXFP1 agonist: qHTS Assay for Agonists of the Relaxin Receptor RXFP1 | Potency, µM (highest dose often 57.5 µM), for inactives: at the highest dose activation, usual class: activators | HEK293T-RXFP1 cAMP TR-FRET, 30 min; response scale: percent of porcine relaxin response, buffer zero | Relaxin receptor 1 (Homo sapiens), Q9HBX9 | AID 2676, 2010 | 370,000 tested, 0.3% active; further: potency means the concentration at half of the fitted maximal effect; on the % scale 0 is the no-effect control and ±100 the full control effect; nearly all actives have a fitted effect of over 60% in size; many of its hits are not listed in these tables
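cAMP rise read by TR-FRET after 30 min, 37C compound exposure (up to 58 uM) in RXFP1-transfected HEK293 cells with Ro 20174 present. EC50 from Hill-equation fits, with 29 nM porcine relaxin as 100% and buffer as basal.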
* = called active by the depositor; ? = inconclusive; nt = not tested or not shown; & = joins results of further samples; [ ] = remark or other dose. Unless noted, the call rests on the fitted dose curve; in most records, active means well fitted curve in the direction sought with a large enough effect; inconclusive means small, poorly fitted or top-dose-only effect, or another doubt; inactive means no such curve, though single readings can be large; an effect the other way counts as inactive or inconclusive.

Values run as follows: PI4K2A inh, mIDH1 inhibitor, GRP78 ERSR act, RXFP1 agonist, LDHA block, Vif-APOBEC3G blk, Vif-A3F inh, USP1 inh, TrxR1 substrate
- O=C(Cc1ccccc1)N/N=C/c1ccc(Cl)cc1Cl
    1.8, 3.3%, 3.4%, -1.9%, -3.6, 1.0%, -6.2%, -9.7%, 3.8%
- Nc1cc(=O)[nH]c(SCC(=O)Nc2ccc(N3CCOCC3)cc2)n1
    -2.4, 11.2%, -2.3%, nt, 1.7, -0.1%, 0.3%, -15.5%, -0.5%
- CC(=O)Nc1ccc(-c2ccnc3c2CC(C(=O)NC(C)C)O3)cc1 (configuration not stated)
    -2.7, nt, -2.4%, nt, -1.7, -3.4%, nt, nt, nt
- CS(=O)(=O)N(CC(=O)NCCSCc1c(F)cccc1Cl)c1cccc([N+](=O)[O-])c1
    7.1, 1.5%, -1.5%, -1.4%, -6.8, -0.1%, -0.3%, -25.7%, 2.5%[57.1 µM]
- CCC(C)c1ccc(NC(=S)NCc2cccs2)cc1 (configuration not stated)
    4.8, 3.8%, 10.5%, 1.1%, -4.0, -1.1%, -10.3%, -9.7%, 1.8%[57.1 µM]
- C=CCOC(=O)C1=C[C@H](c2cn(C(C)=O)c3ccccc23)[C@@H](CCCO)[C@H](OCC)O1
    -3.3, -5.2%, -4.2%, -1.7%, -1.1, -4.7%, 0.7%, -32.8%, 5.2%
- CCOC(=O)CNC(=O)N1CCCC(C(=O)c2cccc(Cl)c2)C1 (configuration not stated)
    -0.9, -3.0%, -2.5%, -0.6%, -2.9, -0.5%, -9.0%, -22.8%, 3.1%
- Cc1cccc(NC(=O)C2CCCN2C(=O)OCC(C)C)c1C (configuration not stated)
    -1.5, -7.5%, -4.0%, 1.2%, -7.7, -5.0%, -3.1%, -6.3%, -9.2%
- O=C(O)CSCC(=O)N1CCN(c2ccnc3cc(Cl)ccc23)CC1
    -11.7, 0.0%, -3.1%, 1.5%, -7.3, 0.8%, -0.7%, -22.0%, 0.8%
- Cc1ccc2sc(N(CCCN(C)C)C(=O)c3ccc(S(=O)(=O)N(C)C)cc3)nc2c1C
    6.7, -0.3%, -2.9%, 1.9%, -2.1, 3.6%, -13.2%, -7.3%, -5.0%
- COc1ccc(N(C(=O)CNC(=O)c2ccco2)C(C(=O)NC2CCCC2)c2ccncc2)cc1 (configuration not stated)
    1.8, -7.3%, -5.7%, 0.1%, -1.1, -1.2%, 5.1%, -17.6%, -0.7%[57.1 µM]
- COc1ccc(NC(=O)c2cccnc2N2CCOCC2)cc1
    -0.9, -1.7%, -1.4%, 0.8%, 0.5, 2.0%, -4.7%, -13.5%, -6.8%
- O=C(NCc1ccco1)c1ccc2ccccc2c1
    -4.3, 10.6%, 1.7%, 1.3%, 2.3, -10.6%, -1.2%, -11.5%, 6.5%
- COC(=O)c1sccc1NC(=S)N1CCCCC1C (configuration not stated)
    5.7, 8.2%, -5.4%, -0.9%, -2.2, -1.5%, 5.9%, -17.1%, -5.3%[57.1 µM]
- Cc1ccc(NC(=O)CSC2=C(C#N)C(c3ccco3)CC(=O)N2)cc1 (configuration not stated)
    -16.7, -0.8%, 2.4%, -1.4%, -6.5, -13.3%, -2.5%, -29.2%, -5.5%
- CC(C)Nc1nnc(SCC(=O)c2c(N)n(Cc3ccccc3)c(=O)n(C)c2=O)s1
    -2.1, 1.2%, -1.7%, 2.1%, 0.4, 1.3%, -2.5%, -15.9%, 3.4%[57.1 µM]
- CCOc1ccc(NC(=O)c2c3c(nc4ccccc24)CCC3)cc1
    1.8, -8.7%, -3.1%, -0.8%, -2.4, -2.2%, -1.1%, -16.7%, -6.6%[11.4 µM]
- O=C(NC(=S)NCCc1ccccc1)C1CCCCC1
    4.7, 3.2%, 5.1%, 0.5%, -4.6, 1.8%, 1.5%, -15.2%, -7.1%
- N#C/C(=C\c1cc(O)c(O)c(O)c1)C(N)=O
    -8.6, -0.2%, -7.2%, -3.0%, 4.6, 4.4%, 0.5%, -5.2%, -19.9%
- CCN(C[C@H]1N[C@@](C)(C(=O)OC)[C@H]2C(=O)N(Cc3ccccc3)C(=O)[C@@H]12)C(=O)Nc1ccc(OC)cc1
    -5.3, 14.0%, 0.5%, nt, 6.0, 2.0%, 4.2%, -27.0%, 15.6%
- CC(Oc1ccc(Cl)cc1)C(=O)NCCN1C(=O)S/C(=C\c2cccnc2)C1=O (configuration not stated)
    -4.0, -8.8%, -4.2%, 0.7%, 3.3, -0.5%, 1.3%, -19.1%, -3.0%
- CCOCCCN1CC(C(=O)NCCc2ccc(C)cc2)CC1=O (configuration not stated)
    2.5, 3.8%, -2.6%, -0.6%, -5.2, -0.9%, ?, -22.2%, -0.7%
- CCN(CC)CCNC(=O)COc1ccc(OC)cc1
    -1.7&0.7&0.6, 5.1%&10.6%, ?, -1.2%&0.0%, -2.3&-0.2, -2.6%&-1.0%, 6.7%&0.3%, -7.5%&-14.7%, -1.1%&-2.1%
- Cc1ccc(S(=O)(=O)NNC(=O)C2COc3ccccc3O2)cc1 (configuration not stated)
    -3.1, 3.2%, -6.2%, 3.6%, -0.1, -4.0%, 7.6%, -20.8%, -6.6%
- CSCc1nc2sc(C(=O)Nc3nc(C)cs3)c(C)c2c(=O)[nH]1
    -20.3, -1.3%, ?, -0.7%, 1.1, -12.1%, -15.9%, -27.3%, -4.0%
- CCOC(=O)CSc1nc2ccc(NC(=O)c3ccc(F)cc3)cc2s1
    1.2, 0.8%, ?, ?, -9.9, 0.2%, -7.0%, -8.2%, 8.9%
- O=C(O)C1CC(Br)C(Br)CC1C(=O)O (configuration not stated)
    6.5, -0.8%, -3.6%, nt, -2.3, 1.1%, -2.8%, -25.2%, nt
- COc1ccccc1NC(=O)CCN1CCN(Cc2ccccc2)CC1
    1.5, 3.0%, -2.3%, -0.7%, -1.6, -4.5%, -8.9%, 10.7%, 0.0%
- C[C@H](CO)N1C[C@H](C)[C@@H](CN(C)S(=O)(=O)c2cccs2)Oc2c(NC(=O)NC3CCCCC3)cccc2C1=O
    3.7, 6.1%, 0.1%, nt, -0.6, 0.0%, 3.3%, 0.7%, -2.2%[57.1 µM]
- COc1cccc(NC(=O)CN(C)C(=O)c2cc(-c3ccco3)nc3ccccc23)c1
    -5.7, -8.1%, -2.6%, 2.3%, -2.8, -4.7%, ?, -17.6%, 51.2%[activator][57.1 µM]
- Nc1nc2c(c(=O)[nH]1)C(c1cccc3ccccc13)C1=C(N2)c2ccccc2C1=O (configuration not stated)
    -2.9, 7.9%, 9.3%, 0.3%, 6.4, ?, -20.8%, -9.8%, -5.6%[57.1 µM]
- COc1ccc(/C=C(\C#N)C(=O)OCC(=O)NCc2ccco2)cc1
    2.6, -2.3%, -3.1%, -0.7%, 1.7, 0.9%, 4.2%, -0.1%, -10.2%
- CCOC(=O)CC(NC(=O)Cn1nnc(-c2ccccc2Cl)n1)c1ccc(OC)cc1 (configuration not stated)
    4.4&-3.3, 0.0%&-17.3%, -1.8%&-2.1%, 1.0%&-0.4%, -8.2&-5.9, -5.5%&0.1%, 3.6%&-2.0%, 9.1%&-12.7%, -5.0%
- CC(=O)c1cccc(NC(=O)Cn2nc(-c3ccc(Cl)cc3)ccc2=O)c1
    -0.1, -3.1%, -2.3%, 2.3%, -15.6, -1.6%, 3.7%, 1.1%, -5.4%
- COCCOCCn1c(CCCO)nc2ccccc21
    0.3, 0.5%, -6.5%, 1.1%, -2.5, -3.9%, -4.5%, -17.8%, 10.2%[57.1 µM]
- N#Cc1ccccc1Sc1ccccc1C(=O)Nc1ccc2ccccc2c1
    -1.7, -5.7%, -4.0%, 1.8%, 0.9, 0.2%, -1.2%, -20.4%, -8.9%
- Nc1ccc(S(=O)(=O)NC2(C(F)(F)F)NC(=O)N(c3cccc(Cl)c3)C2=O)cc1 (configuration not stated)
    -0.7, -4.4%, -3.5%, 4.0%, 2.7, 0.2%, 1.1%, -13.3%, 0.6%
- CC(=O)Nc1ccc(S(=O)(=O)NCC(=O)OCc2cc(=O)oc3ccc4ccccc4c23)cc1
    1.9, 1.9%, -0.4%, 2.4%, -4.3, 4.6%, 11.4%, 1.2%, 89.7%[activator][57.1 µM]
- CCOC(=O)c1cc2occc2n1CC(=O)N1CCCc2ccccc21
    1.9, 8.0%, -3.6%, 1.8%, -3.5, 0.0%, 8.9%, 1.5%, -6.3%

These rows are one share of the data; rates above refer to the full screens.
